# UTI89 phage lysis = protection from phage-mediated lysis, alamar blue read-out – E. coli UTI89, K1F phage, bacterial capsule biogenesis inhibitors (AID 488966). inhibition, % at 100 µM, or IC50 in µM where a hit was titrated. E. coli UTI89 K1F phage lysis, alamar blue, 2 h; higher % means a stronger effect. 0.02% of 340,000 active;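 active means phage lysis inhibition, versus mean bacterial control, above a set limit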;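 further: capsule biogenesis inhibitors block K1F phage lysis so surviving cells raise fluorescence; higher fluorescence means more inhibition of phage lysis; actives were called in the ten point dose series up to 300 µM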
# human PMI inhibition = MPI enzyme activity inhibition – biochemical, fluorescence intensity, coupled assay, primary screen (AID 1209); inhibition, % at 20 µM, or IC50 in µM where a hit was titrated; purified PMI enzyme, coupled fluorescence intensity; higher % means a stronger effect; 0.42% of 190,000 active;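 further: plate controls were DMSO vehicle for no effect and wells lacking substrate for full effect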
# TNAP activators = stimulation of alkaline phosphatase TNAP activity – biochemical, luminescent, no phosphate acceptor, uHTS, primary screen (AID 1001); purified TNAP, luminescent activation assay, no phosphate acceptor; higher activation fold means a stronger effect; activation fold at 20 µM, or EC50 in µM where a hit was titrated; 0.03% of 200,000 active; in the data active means activation fold from about 3, or a potency from the dose series; inactive means the rest, 99 in 100 with activation fold below about 1.6; further: many of its hits are not listed in these tables
# WT yeast gro inh = growth inhibition of WT yeast, mitochondrial fusion screen. mitochondrial fusion phenotypic screen, WT strain. inhibition, % at 10 µM. 2.1% of 190,000 active. AID 1362; in the data active means inhibition above about 58%; tested in S. cerevisiae
# Myeloid diff 2 = promotes myeloid progenitor differentiation. ER-HoxA9 myeloid progenitors, lysozyme-GFP differentiation, flow cytometry. AID 624256. 1% of 360,000 active. calls only at 10 µM;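 active means normalized GFP-positive differentiation at or above the plate's own cutoff, the solvent-only control mean plus 3 SD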;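 further: cells exposed to compound for four days before flow analysis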
# CSM14.1 death rescue = rescue of cells from ER stress-induced death, primary screen, 384-well, CSM14.1, thapsigargin, ATP luminescence (AID 1222); CSM14.1 thapsigargin-induced death rescue, ATP luminescence; higher % means a stronger effect; one-dose cellular ATP content (survival), % at 20 µM; EC50 in µM for titrated hits; 190,000 tested, under 10 active;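 active means EC50 below 50 µM in the dose-response confirmation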;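 further: death triggered by thapsigargin at about 15 µM added after 2 h compound pretreatment; cell ATP read after overnight thapsigargin exposure of roughly 18 to 22 hours; normalized against plate controls of thapsigargin alone and 5% DMSO vehicle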
# PMI inhibition = MPI inhibition at elevated mannose 6-phosphate – biochemical, fluorescence intensity, high mannose 6-phosphate, primary screen (AID 1220); recombinant PMI enzyme, coupled fluorescence intensity; higher % means a stronger effect; one-dose inhibition, % at 20 µM; IC50 in µM for titrated hits; 0.66% of 190,000 active
# Lipid droplet = hepatic lipid droplet formation modulation. 0.4% of 240,000 active. inhibition, % at 6.5 µM. AML12 mouse hepatocytes, oleate lipid droplets, BODIPY imaging. AID 1656;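 active means lipid droplet intensity inhibited by at least 50%, with more than 500 cells counted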
#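 Test system: AML12 hepatocytes (mouse); reagent: oleate loading, 100 µM; dosing: one dose, 6.5 µM compound; incubation: overnight exposure; signal: fluorescence imaging, 20x objective, two fields per well; read-out basis: % inhibition of corrected integrated BODIPY droplet signal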
# P. falciparum M1AAP = P. falciparum M1AAP inhibitors, biochemical, fluorogenic H-Leu-NHMec substrate, 1536-well (AID 1445). recombinant M1AAP, H-Leu-NHMec fluorogenic kinetic assay; higher % means a stronger effect. one-dose inhibition, % at 30 µM; IC50 in µM for titrated hits. 0.42% of 220,000 active;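 active means primary inhibition above the hit cutoff, then over 50% inhibition at one or more dose response concentrations, cut at about 23% in these data, passing the limit was not always enough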;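 further: plate controls were DMSO full reaction for no effect and no enzyme background for full effect; strong numbers were not always called active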
# WT yeast gro inh mutant strain = second read-out of WT yeast gro inh, no call of its own (marks repeat the call); inhibition, %; mitochondrial fusion phenotypic screen, mutant strain inhibition
# Lipid droplet cells 6.5 µM = recorded beside Lipid droplet, whose call it bears; cell count; measured here: cell count, cytotoxicity flag;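 cells counted across two imaged fields per well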
# Myeloid diff 2 GFP+ MAC1+ % = further read-out of Myeloid diff 2, marked with its call; GFP+ MAC1+ double positive, %; measured here: differentiation confirmed by MAC1 staining
# * marks the source's active call; other numbers are inactive results; i = inactive; . = not tested or not shown; [ ] = another dose, or the depositor's remark. Unless noted, no stated cut-off is given here; in the data, active means inhibition above about 50%; inactive means the rest.
SMILES,UTI89 phage lysis,human PMI inhibition,TNAP activators,WT yeast gro inh,WT yeast gro inh mutant strain,Myeloid diff 2,Myeloid diff 2 GFP+ MAC1+ %,CSM14.1 death rescue,PMI inhibition,Lipid droplet,Lipid droplet cells 6.5 µM,P. falciparum M1AAP
CC(=O)N1c2ccccc2C(C)(C)C2CCC(C)CC21 (stereo unspecified),-0.4%,1%,1.1,22,5,i,0.7,-0.6%,-4%,-15,703,-5%
Cn1cnc(S(=O)(=O)NCc2ccccc2)c1,1.8%[50 µM],4%,1.1,-3,-12,i,1.2,7.7%,9%,8,741,0%
CCOc1cc(N2CCOCC2)c(OCC)cc1NC(=O)COC(=O)c1ccccc1C,0.1%,2%,1.1,5,-15,i,0.1,0.3%,12%,.,.,-3%
NS(=O)(=O)c1ccc(NN=C2CCCCC2)c([N+](=O)[O-])c1,0.3%,-6%,0.9,-8,-13,i,1.1,-0.6%,-2%,-11,684,8%
OCCCc1nc2n(n1)C(c1cccs1)C=C(c1ccc(Br)cc1)N2 (stereo unspecified),.,-15%,0.9,61*,29*,.,.,-1.9%,-38%,-3,601,2%
O=S(Cc1ccc(Cl)cc1)CC(O)COCc1ccc(Cl)cc1 (stereo unspecified),-1.1%,6%,1,2,0,i,1.2,-2.3%,8%,.,.,4%
COc1ccc(Cc2noc(-c3ccc([N+](=O)[O-])cc3)n2)cc1OC,-1.2%,.,.,.,.,i,0.7,.,.,-11,647,8%
COc1cccc(C2N(c3ccccc3)CCN2c2ccccc2)c1OC,0.1%,15%,1.1,-6,7,i,0.4,0.6%,7%,3,702,6%
Cc1cccn2c(=O)c(C=O)c(N3CCCCC3)nc12,-1.6%,-2%,1,-4,-6,i,0.6,0.5%,-6%,-10,710,8%
CCN1C(=O)C(CC(=O)Nc2ccc(C)cc2C)Nc2cc(S(=O)(=O)N(C)C)ccc21 (stereo unspecified),0.9%,4%,1.1,-5,-3,i,0.5,-0.9%,12%,1,654,12%
O=C(CSC1=Nc2ccccc2C2=NC(c3ccccc3)C(=O)N12)NC1CCCCC1 (stereo unspecified),0.8%,10%,1.2,-6,1,i,0.8,-0.3%,6%,-10,814,6%
CCOP(=O)(c1ccc(N(C)C)cc1)C(O)c1ccncc1 (stereo unspecified),0.4%,.,.,.,.,i,1.5,.,.,5,760,-11%
O=C1CN(C(=O)COc2ccc(F)cc2Cl)c2ccccc2N1,0.3%,.,.,.,.,i,0.5,.,.,-30,737,-2%
CN(C)S(=O)(=O)c1ccc(Cl)c(NC(=O)CN2CCN(Cc3ccc4c(c3)OCO4)CC2)c1,0.2%,.,.,.,.,i,0.5,.,.,-28,712,6%
CC(C)(C)n1nc2c(c1NC(=O)c1ccccc1F)CS(=O)C2 (stereo unspecified),-0.6%,-4%,1.2,1,7,i,2.2,-1.5%,-16%,.,.,3%
O=C(CN1C(=O)CSc2ccccc21)NC1CCCC1,0.3%,11%,1.1,5,6,i,6.3,-1.9%,7%,.,.,3%
Cc1oc(=O)c(NC(=O)c2ccccc2)cc1C(N)=O,.,2%,1,-6,-16,i,0.1,-0.7%,8%,-1,637,2%
COc1ccccc1N1CCN(C(=O)C2CCN(S(=O)(=O)c3ccc(F)cc3)CC2)CC1,-0.2%,-14%,1,10,-2,i,1.7,1.9%,-15%,.,.,-3%
N/C(=N\OC(=O)Cc1ccccc1)c1ccncc1,0.2%,8%,1.1,-25,-15,i,0.1,0.7%,4%,1,713,.
Cc1ccc(S(=O)(=O)N2CCC(=O)N(C(COCc3ccc(C(F)(F)F)cc3)C(C)C)CC2)cc1 (stereo unspecified),-1.3%,8%,1,33,-13,i,0.7,-3.8%,10%,-18,696,-3%
O=C(NN=C1CCC(=NNC(=O)c2ccccn2)CC1)c1ccccn1,0.0%,10%,2.2,3,2,i,0.4,0.1%,8%,8,713,18%
Nc1ccc(Nc2nc(-c3cc4ccccc4oc3=O)cs2)cc1,0.0%,.,1,5,0,i,0.5,0.3%,.,0,586,7%
CCCSC(=S)c1c(C)[nH]n(-c2ccccc2)c1=O,0.2%,.,.,.,.,i,0.7,.,.,-9,687,6%
Cc1ccc(Cc2cnc(N3C(=N)SC(c4ccccc4)C3=O)s2)cc1 (stereo unspecified),2.9%,-4%,1,26,-24,i,0.5,0.7%,-10%,-4,678,-1%
Cc1cccc(Cn2c(N(C)Cc3ccccc3)nc3c2c(=O)[nH]c(=O)n3C)c1,-0.7%,21%,1.1,22,8,i,0.7,-1.7%,18%,-4,641,-6%
CCCOCC(O)CC(Cc1ccccc1)C(=O)NN (stereo unspecified),-0.4%,.,.,.,.,i,0.4,.,.,20,681,2%
CCn1c(SCC(=O)N(C)C2CCS(=O)(=O)C2)nnc1-c1ccccc1 (stereo unspecified),0.8%,3%,1,-23,-20,i,0.4,1.0%,4%,3,704,5%
COc1ccc(COC(=O)N/N=C(\C)CC(=O)Nc2ccc(Cl)cc2)cc1,-0.3%,14%,1.1,1,-2,i,0.5,-0.8%,2%,11,651,0%
Nc1ccc2nn(-c3cccc4ccccc34)nc2c1,0.2%,43%,1,7,-6,i,0.9,0.7%,63%*,.,.,7%
COc1ccc(-c2ccc(NCCC3=CCCCC3)nn2)cc1OC,0.0%,2%,1.1,-5,-3,i,5.5,2.4%,4%,.,.,-1%
CSc1ccccc1NC(=O)CN(C)C(=O)c1cccc(S(=O)(=O)N(C)C)c1,-1.9%,-10%,1,-14,1,i,0.0,0.1%,-2%,1,695,7%
O=C1Nc2ccccc2C(=O)N2CCCCC12 (stereo unspecified),0.4%,12%,1.1,-20,-16,i,0.3,0.1%,30%,10,651,5%
O=C(Cc1ccccc1)Nn1c(-c2ccccc2)nc2ccccc2c1=O,-0.1%[50 µM],8%,1.1,2,1,i,0.3,9.5%,8%,57*,621*,3%
CCOC(=O)c1snc(C(=O)NC2CCCCC2)c1N,0.8%,9%,1.1,1,0,i,5.7,3.6%,4%,3,706,-6%
C=CCn1c(SCC(=O)Nc2nnc(CC)s2)nnc1-c1ccncc1,-0.1%,7%,1,8,8,i,0.3,2.4%,15%,17,681,6%
Cc1ccc(NS(=O)(=O)c2ccc3[nH]c(=O)sc3c2)cc1,-0.6%,1%,1.1,1,-4,i,0.3,-8.2%,3%,0,727,-7%
Cc1cc(SCc2ccccc2)nc(=O)[nH]1,-0.2%,7%,1.1,-4,6,i,1.1,-0.3%,2%,.,.,1%
Cn1cc(C(=O)CCl)c2ccccc21,-0.4%,-4%,1.1,-18,-14,i,0.5,-4.4%,4%,4,737,6%
CCc1ccc(NC(=O)CSC2=C(C#N)C(c3ccco3)C3=C(CCCC3=O)N2)cc1 (stereo unspecified),2.6%,-8%,1,-15,-4,i,0.4,-1.3%,4%,.,.,7%
NS(=O)(=O)c1ccc(N/C=C/C(=O)c2ccc(Br)cc2)cc1,0.2%,-20%,1,9,-9,i,0.9,-1.7%,-21%,-6,665,12%

# 3 of the entries above in order of the P. falciparum M1AAP value, descending.
compound	human PMI inhibition	TNAP activators	WT yeast gro inh mutant strain	Myeloid diff 2 GFP+ MAC1+ %	PMI inhibition	P. falciparum M1AAP
O=C1Nc2ccccc2C(=O)N2CCCCC12 (stereo unspecified)	12%	1.1	-16	0.3	30%	5%
Cc1cc(SCc2ccccc2)nc(=O)[nH]1	7%	1.1	6	1.1	2%	1%
CCOC(=O)c1snc(C(=O)NC2CCCCC2)c1N	9%	1.1	0	5.7	4%	-6%

# Later entries
SMILES,UTI89 phage lysis,human PMI inhibition,TNAP activators,WT yeast gro inh,WT yeast gro inh mutant strain,Myeloid diff 2,Myeloid diff 2 GFP+ MAC1+ %,CSM14.1 death rescue,PMI inhibition,Lipid droplet,Lipid droplet cells 6.5 µM,P. falciparum M1AAP
COC1=CC(=O)CC(C)C12Oc1cc(OC)cc(OC)c1C2=O (stereo unspecified),11%,.,.,.,.,i,2.3,.,.,7,615,4%
CCN(Cc1ccncc1)C(=S)Nc1c(C)cccc1C,0.6%,10%,1,0,-12,i,0.9,2.9%,2%,12,665,0%
CC(=O)Nc1cccc(/C(C)=N/NS(=O)(=O)c2ccc(C)cc2)c1,-0.3%,-16%,1,1,-4,i,0.7,0.5%,6%,-1,699,5%
COc1ccc(/C=N/N=C2/CC(C)(C)Cc3n[nH]c(=O)cc32)cc1,-0.4%,-19%,1,-12,-1,i,0.7,1.2%,9%,1,657,12%
Cc1ccc(C(=O)NNc2ncnc3c2cnn3C)cc1,0.4%,.,.,.,.,i,0.6,.,.,-23,704,7%
CSCC(NS(=O)(=O)c1ccc(C)cc1)C(=O)O (stereo unspecified),-0.2%,-32%,1.1,13,14,i,0.1,-0.2%,-14%,-5,683,-3%
COc1ccc2c(c1OC)C(=O)N(c1nccs1)C2,0.5%,7%,1.1,8,13,i,0.7,-2.5%,12%,.,.,4%
CC(=O)Nc1c(C(=O)C2CC2)oc2ccccc12,2.3%,5%,1.1,4,-14,i,6.0,-2.4%,-3%,1,743,-5%
CCNc1nc(Cl)nc(NCCOc2ccc(C)cc2)n1,-0.6%,-2%,1.1,4,2,i,0.6,-2.0%,0%,0,614,-2%
CCC(SC1=NCCS1)C(=O)Nc1ccc(S(N)(=O)=O)cc1 (stereo unspecified),-0.2%,-4%,0.9,-15,-16,i,0.0,-1.7%,-4%,-11,751,8%
O=[N+]([O-])c1cc(/C=N/OCc2c(Cl)cccc2Cl)ccc1N1CCOCC1,0.6%,25%,1,28,12,i,1.2,-2.6%,24%,38,615,0%
CCc1ccc(N2CC(C(=O)Nc3ccccc3F)CC2=O)cc1 (stereo unspecified),0.1%,5%,1.1,2,1,i,7.9,-1.2%,5%,7,704,-2%
O=C(NC(=S)Nc1ccc(N2CCCC2)cc1)c1ccccc1[N+](=O)[O-],6.5%,1%,1.1,4,8,i,0.1,-1.3%,-2%,34,699,10%
CNC(=O)C1CC(=O)N(Cc2ccc3c(c2)OCO3)C(=Nc2ccc(F)cc2)S1 (stereo unspecified),1.5%,2%,0.9,4,-15,i,3.6,0.5%,6%,.,.,-5%
Cc1cc(C)nc(Nc2ccc(C)c([N+](=O)[O-])c2)n1,-2.3%,3%,1,14,21,i,0.2,-2.5%,6%,-2,686,.
N/C(=N\OC(=O)c1cnn(-c2ccccc2)c1C(F)(F)F)c1cc(C(F)(F)F)cc(C(F)(F)F)c1,2.1%,.,.,.,.,i,0.5,.,.,-10,709,3%
OCC1CCN(Cc2nc(Cc3ccccc3Cl)no2)CC1,0.2%,5%,1.1,-12,0,i,0.2,-1.5%,4%,14,763,4%
CC(C)(O)c1cc(=O)sc2nc3ccccc3n12,0.3%,5%,1,11,-5,i,1.1,-3.4%,1%,7,739,2%

# Bioassay records from PubChem.
